NADH enzymes – inhibitors of enzymes used to reach an NAD/NADH endpoint. 65,000 tested, 0.02% active. coupled PK/LDH NADH assays, four targets. AID 774. IC50, µM (top dose mostly 10 µM), inactives show at the top dose inhibition;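 active = single-dose screening hits from any of four coupled enzyme assays that gave an IC50 when retested across doses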;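 also: the DPM-DC format reads NADH fluorescence rather than 340 nm absorbance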
M1 ag – activates the M1 muscarinic receptor; CHO-M1 cells, Fluo-4 calcium fluorescence, agonist mode; hits give high values; 64,000 tested, 3% active; B-score at 10 µM; AID 626;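 active = fluorescence rise, raw or as B-score row- and column-corrected plate score, outside the 99.7% band of its plate's samples, either direction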
TNAP act DEA – human TNAP activation, intermediate phosphate acceptor. P05186. purified TNAP, CDP-star luminescence, 100 mM DEA, 30 min; hits give high values; scale: 0 levamisole-inhibited, 1 vehicle-only enzyme. activation factor at 20 µM. 64,000 tested, under 10 active;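 active = activation factor of at least 2 at 20 µM, relative to controls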
Target sequence (P05186 whole entry, looked up): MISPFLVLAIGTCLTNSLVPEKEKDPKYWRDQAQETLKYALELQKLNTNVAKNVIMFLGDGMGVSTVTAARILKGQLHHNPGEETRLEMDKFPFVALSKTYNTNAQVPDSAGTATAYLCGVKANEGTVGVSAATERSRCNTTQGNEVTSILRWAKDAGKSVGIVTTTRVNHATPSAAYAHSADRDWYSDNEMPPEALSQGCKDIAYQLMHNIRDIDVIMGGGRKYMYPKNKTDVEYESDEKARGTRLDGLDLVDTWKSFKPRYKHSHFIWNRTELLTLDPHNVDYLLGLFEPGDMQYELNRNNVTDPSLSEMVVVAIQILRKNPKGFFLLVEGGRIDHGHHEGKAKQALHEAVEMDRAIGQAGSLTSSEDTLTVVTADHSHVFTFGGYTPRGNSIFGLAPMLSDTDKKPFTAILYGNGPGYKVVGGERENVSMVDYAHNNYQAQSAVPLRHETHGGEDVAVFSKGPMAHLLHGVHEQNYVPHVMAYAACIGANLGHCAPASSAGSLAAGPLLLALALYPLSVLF
Fluor 339 460 – intrinsic fluorescence of library compounds, ex339/em460 – biochemical, MLSMR library, data from DPM-DC assay, artefact control, profiling panel. 65,000 tested, 5.5% active. fluorescence fold increase at 10 µM. AID 709. compound autofluorescence, ex339/em460 nm, NADH buffer; hits give high values; 1 = no-compound wells, NADH background;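 active = at 10 µM, mean starting fluorescence two-fold or more over control wells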;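 also: signal is the first read of a kinetic run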
SF1 activator – activates the human nuclear receptor SF-1 | Q13285 | CHO-K1 Gal4-SF-1 LBD luciferase reporter; % increase over DMSO SF-1-specific signal | activation, % at 10 µM | 65,000 tested, 1.9% active;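 active = activation above the mean activation of all tested compounds plus 3 SD, cut at about 50% in these data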
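Compound – one dose, 10 µM compound, 1% DMSO · Test system – transient Gal4-SF-1 LBD reporter, CHO-K1 · Input – 4,000 cells in each well · Read-out basis – percent activation relative to DMSO median and mock-transfected background · Replicates – single measurement per compound · Technique – steady-glow luciferase luminescence, read after 15 min reagent incubation · Timing – 20 h compound treatment, 37 °C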
E coli RNAP – blocks E. coli RNA polymerase transcription | P0A8V2 | fluorescence transcription assay | inhibition, %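 (tested at 10 µM)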 | 62,000 tested, 0.2% active; in the data active = inhibition above about 20%;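 also: 0% = enzyme without compound and 100% = no enzyme blank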
Ecoli tolC – blocks growth of E. coli BW25113 tolC mutant; OD615; growth inhibition, % at 10 µM (by protocol); 65,000 tested, 2.2% active; AID 573;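 active = growth inhibition at or above a cutoff equal to the mean over every tested compound plus 3 SD, cut at about 60% in these data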;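 also: growth measured after 20 h incubation at 37 °C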
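System: E. coli ΔtolC::kan strain BW25113; Buffer or medium: LB broth supplemented with 50 µg/mL kanamycin; Compound: 10 µM final, single dose; Incubation: bacterial growth with compound for 20 h at 37 °C; Signal: A615 absorbance measurement; Evaluation: growth inhibition in percent.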
RORA act – RORA (human) activation; P35398; CHO-K1 Gal4-RORA LBD luciferase reporter, luminescence; percent increase over mock-subtracted basal signal; 65,000 tested, 1.5% active; AID 560; activation, % at 10 µM;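 active = activation above the mean of all tested compounds plus 3 SD, cut at about 49% in these data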;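 also: 0% = DMSO-treated RORA cells and 100% = added signal equal to DMSO minus mock-transfected cells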
M1 antag – blocks the rat M1 muscarinic receptor response to acetylcholine. 64,000 tested, 3.4% active. CHO-M1 cells, Fluo-4 calcium, ACh EC80 antagonist mode; hits give low values. B-score at 10 µM. P08482;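 active = calcium fluorescence response, raw or row-and-column corrected B-score, differing from the plate sample mean either way at a set confidence level, mostly lower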
Target sequence (P08482 whole entry, looked up): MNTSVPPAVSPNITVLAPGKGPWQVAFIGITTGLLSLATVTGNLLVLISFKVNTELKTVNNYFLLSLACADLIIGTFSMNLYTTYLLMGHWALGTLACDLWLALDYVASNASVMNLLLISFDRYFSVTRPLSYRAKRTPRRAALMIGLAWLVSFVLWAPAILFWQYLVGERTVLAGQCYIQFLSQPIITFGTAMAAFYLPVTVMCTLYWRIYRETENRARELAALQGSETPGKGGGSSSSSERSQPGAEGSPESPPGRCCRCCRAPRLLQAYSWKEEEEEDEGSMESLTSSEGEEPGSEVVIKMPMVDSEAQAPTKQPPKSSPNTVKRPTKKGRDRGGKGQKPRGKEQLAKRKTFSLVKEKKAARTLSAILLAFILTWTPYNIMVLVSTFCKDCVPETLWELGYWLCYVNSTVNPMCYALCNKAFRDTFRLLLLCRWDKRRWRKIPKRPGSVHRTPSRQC
The depositor's hits bear a star; . = not tested or not shown; [ ] = remark or other dose.

Each structure is followed by: NADH enzymes	M1 ag	TNAP act DEA	Fluor 339 460	SF1 activator	E coli RNAP	Ecoli tolC	RORA act	M1 antag
> CC(C)=CCC/C(C)=C/CCC(C)NCCN1CCNCC1 (stereo not drawn)
    7.0%	-0.0803	1	1.1	14.7	4.8	-4.4	6.7	-6.57*
> COC(=O)Cc1csc(N)n1
    1.0%	-0.597	1	1.04	2.3	3.8	-13.3	-7.8	0.0348
> CCCCC[C@H](O)/C=C/[C@@H]1[C@@H](CCCCCCC(=O)O)[C@@H](O)C[C@H]1O
    3.0%	0.0117	0.9	1.01	10.9	7.5	13.7	-11.4	1.29
> Cc1ccc(NCc2nnc(SCC(=O)N3CCCc4ccccc43)o2)c(C)c1
    2.0%	-0.241	0.9	1.07	-14.6	.	13.9	-6.8	0.153
> O=C(Nc1ccc2c(c1)nc1n2CCN(Cc2ccccc2)C1)c1cccs1
    5.0%	-0.52	0.9	1.37	-4.3	-5.8	14.0	18.4	0.46
> Cc1occc1-c1nnc(SCC(=O)Nc2ccccc2)n1Cc1ccccc1
    5.0%	0.675	0.9	1.12	6.5	10.2	23.1	-0.3	0.325
> COc1cccc(C2C(C#N)=C(N)Oc3cc(C)oc(=O)c32)c1OC (stereo not drawn)
    1.0%	0.647	0.9	1.09	-7.2	.	-9.1	-8.2	-0.425
> CC1Cc2nc(SCC(=O)Nc3nccs3)n(C)c(=O)c2S1 (stereo not drawn)
    3.0%	0.92	0.8	0.99	-1.9	0.2	-10.8	4.3	-0.0393
> COc1ccc(N2CCN(C(=O)CSc3ccccc3N)CC2)cc1
    4.0%	0.459	0.9	1.01	-5.8	6.9	7.2	4.1	-0.00998
> Cc1nc(N2CCN(c3ccccc3)CC2)nc2c1C(=O)CC(C)C2 (stereo not drawn)
    7.0%	0.0635	1	1.1	-7.0	4.9	45.6	-23.1	1.5
> COc1ccc(OC)c(C(c2nnnn2C(C)(C)C)N2CCc3ccccc3C2)c1 (stereo not drawn)
    4.0%	0.525	1	1.11	14.0	-7.9	11.2	2.8	-0.367
> COc1nc(NCCc2ccc(OC)c(OC)c2)nc(OC)n1
    3.0%	0	0.9	1.16	4.1	6.0	8.3	-0.5	-0.57
> COC(=O)c1ccccc1NC(=O)COC(=O)c1cccnc1
    0.0%	0.685	1	1.11	-11.3	-2.1	22.4	-7.7	0.227
> Cc1ccccc1-c1nc(CN2CCC(C(=O)NCCCN3CCOCC3)CC2)c(C)o1
    6.0%	0.247	1	1.03	14.9	3.7	-7.5	10.8	0.195
> COc1nonc1NCn1nc(C)cc1C
    6.0%	-1.14	0.9	1.04	-6.6	4.1	-20.2	1.6	-0.769
> CS(=O)(=O)N1CCCC(C(=O)NCc2ccccn2)C1 (stereo not drawn)
    10.0%	-0.662	0.9	1	11.0	3.1	-18.0	-20.4	0.594
> CCOC(=O)c1oc2nc(C(C)C)c3c(c2c1N)CCC3
    10.0%[fluoresces]	0.366	0.9	3.81*	2.5	0.4	.	-6.6	-0.117
> NC(=O)c1ccccc1NC(=O)CS(=O)(=O)Cc1ccccc1
    4.0%	-0.511	1	1.05	-5.4	5.6	-6.7	3.4	0.655
> CC1CN(C2CCN(S(=O)(=O)Cc3ccccc3)CC2)CC(C)O1 (stereo not drawn)
    12.0%	-1.04	0.9	1.05	-10.8	8.5	1.7	-14.1	0.0946
> Cc1cccc(Cc2nnc(NC(=O)c3cccc(S(=O)(=O)N4CCOCC4)c3)s2)c1
    1.0%	0.521	0.9	1.03	0.9	10.8	20.3	-9.3	1.47

Next section, overlapping the part above by two compounds.
Each structure is followed by: NADH enzymes	M1 ag	TNAP act DEA	Fluor 339 460	SF1 activator	E coli RNAP	Ecoli tolC	RORA act	M1 antag
> CC1CN(C2CCN(S(=O)(=O)Cc3ccccc3)CC2)CC(C)O1 (stereo not drawn)
    12.0%	-1.04	0.9	1.05	-10.8	8.5	1.7	-14.1	0.0946
> Cc1cccc(Cc2nnc(NC(=O)c3cccc(S(=O)(=O)N4CCOCC4)c3)s2)c1
    1.0%	0.521	0.9	1.03	0.9	10.8	20.3	-9.3	1.47
> O=C(CSc1ncc(-c2ccccc2)nn1)NCc1ccco1
    4.0%	1.21	0.9	1.09	-11.4	-4.3	-13.6	-4.8	0
> CC(C)CCn1c(SCCN2CCOCC2)nc2c1c(=O)[nH]c(=O)n2C
    3.0%	-0.0925	1	1.05	-0.5	9.3	-9.5	14.3	0.0101
> COc1cc(C)c(N(C(C)=O)c2ccccc2)c(C)c1
    6.0%	-0.409	1	1	-0.5	9.5	-2.1	-7.2	0.0329
> O=C(NC1CC2CCCC(C1)N2Cc1ccco1)NC12CC3CC(CC(C3)C1)C2 (stereo not drawn)
    12.0%	-0.558	1.2	1.1	-17.1	7.1	-4.2	3.2	-0.206
> N#CC1=C(N)N(c2ccccc2)C(c2ccco2)C1(C#N)C#N (stereo not drawn)
    4.0%[fluoresces]	-0.739	0.9	2.17*	-0.1	1.5	-0.7	17.6	0.011
> O=C(CCCC(=O)N(CC(=O)NC1CCCCC1)Cc1ccco1)Nc1ccccn1
    6.0%	-0.297	0.9	1.05	8.8	4.9	-18.7	14.6	1.78
> Cc1cc(C)n(C(=O)CN2C(=O)COc3ccccc32)n1
    3.0%	1.46	0.9	1.09	-2.1	3.8	-12.1	-19.0	0.396
> Oc1ccc(-c2csc(Nc3cccnc3)n2)cc1
    10.0%	1.03	0.9	1.11	22.8	4.3	28.5	5.9	-0.418
> COc1ccc(CN(C(=O)CSc2nnc(-c3ccccc3F)o2)c2ccc(F)cc2)cc1
    2.0%	0.542	0.8	1.05	-12.2	3.3	21.3	-18.2	-0.244
> COc1cccc(C2/C(=C(/O)c3cnn(-c4ccccc4)c3C)C(=O)C(=O)N2CCN(C)C)c1 (stereo not drawn)
    8.0%	-0.0344	0.9	1.08	1.3	0.1	-14.5	-15.4	-0.431
> CCC(=O)N1CCN(CCN=Cc2c(O)n(C3CCCCC3)c(=O)n(C3CCCCC3)c2=O)CC1
    0.0%	-1.18	0.9	1.09	9.8	2.6	10.6	0.2	-0.9
> CCOc1ccc(N2CC(C(=O)Nc3ccccc3F)CC2=O)cc1 (stereo not drawn)
    6.0%	-0.0175	0.9	1.07	-19.2	7.5	-10.1	11.0	-0.392
> CC(=O)Nc1cc(-c2ccccc2)ccc1O
    5.0%	-0.639	1	1.17	6.9	-5.5	1.6	-11.7	0.376
> O=C1c2cccnc2-c2ncccc21
    9.0%	0.914	1	1.03	-7.6	1.3	-6.7	-9.2	0.712
> Nc1nc(-c2ccc(Cl)cc2)cc(C(F)(F)F)n1
    3.0%	0.862	0.9	1.25	7.0	-2.0	-20.0	-7.0	-0.168
> CCCCN1C(=O)c2ccc(C(=O)NC3=NCCS3)cc2C1=O
    6.0%	-1.21	0.9	1.06	20.9	4.4	4.5	7.5	-0.0914
> O=C1COc2ccc(C(=O)CSc3nnc(Cc4cccs4)n3-c3ccccc3)cc2N1
    0.0%	5.19*	0.9	1.02	16.3	4.7	8.2	4.7	0.455
> O=C(CCN1c2ccccc2Sc2ccccc21)OCc1nnc(-c2ccccc2)o1
    4.0%	0.376	0.9	1.11	1.1	1.6	18.8	-15.3	-0.785
> Brc1ccc(-c2nc(-c3cccnc3)no2)o1
    5.0%	-1.18	0.8	1.1	66.4*	-5.2	-7.9	28.1	-0.156
> Nc1ccc(Cl)c(NC(=O)c2cccs2)c1
    6.0%	.	0.9	1.04	1.8	2.4	-16.7	-3.3	.

Compounds above that contain a thiophene ring, fused or not (3):
Each structure is followed by: NADH enzymes	M1 ag	TNAP act DEA	Fluor 339 460	SF1 activator	E coli RNAP	Ecoli tolC	RORA act	M1 antag
> O=C(Nc1ccc2c(c1)nc1n2CCN(Cc2ccccc2)C1)c1cccs1
    5.0%	-0.52	0.9	1.37	-4.3	-5.8	14.0	18.4	0.46
> O=C1COc2ccc(C(=O)CSc3nnc(Cc4cccs4)n3-c3ccccc3)cc2N1
    0.0%	5.19*	0.9	1.02	16.3	4.7	8.2	4.7	0.455
> Nc1ccc(Cl)c(NC(=O)c2cccs2)c1
    6.0%	.	0.9	1.04	1.8	2.4	-16.7	-3.3	.

Further entries follow.
Each structure is followed by: NADH enzymes	M1 ag	TNAP act DEA	Fluor 339 460	SF1 activator	E coli RNAP	Ecoli tolC	RORA act	M1 antag
> CN1CCN(c2ccc(NC(=O)c3ccccc3Br)cc2)CC1
    3.0%	0.313	1	1.13	10.5	2.6	-4.5	6.9	-0.133
> Cc1cccc2c(=O)cc(C)n(CC(=O)N3CCOCC3)c12
    9.0%	0.658	1	1.12	-4.2	8.1	-8.8	-0.8	-1.77
> c1ccc(-n2ncc3c(NCc4ccco4)ncnc32)cc1
    3.0%	1.27	0.8	1.09	77.4*	1.5	10.2	90.2*	0.197
> O=C(Nc1nc(-c2ccncc2)cs1)c1ccco1
    5.0%	-0.399	0.9	1	9.7	4.3	-2.3	12.4	0.774
> CC1CCCN(C(=O)C2CCN(CCCc3ccccc3)CC2)C1 (stereo not drawn)
    13.0%	0.172	0.9	1.05	5.7	6.0	-12.2	-16.1	-0.879
> COc1cc(CNC(=O)OCC(C)C)cc(OC)c1OC
    4.0%	-0.279	1	1.04	-4.4	2.3	3.6	7.0	-0.131
> Cc1nc2ccccc2c(=O)n1CCCn1ccnc1
    2.0%	0.491	0.8	1.18	-12.3	7.2	-1.3	3.3	0.0317
> COc1ccccc1N1CCN(C(=O)C(C)N(c2ccc(C)c(C)c2)S(C)(=O)=O)CC1 (stereo not drawn)
    2.0%	0.688	0.9	1.1	-35.3	1.9	3.2	-28.8	0.0766
> O=C(CSCc1ccc(Cl)cc1)NCC1CCCO1 (stereo not drawn)
    9.0%	0.304	0.9	0.77	0.4	5.2	-4.7	-1.6	0.479
> C(=N\n1cnnc1)/c1ccc(N2CCOCC2)s1
    1.0%	0.357	0.9	1.13	6.1	1.2	-16.9	2.4	0.128
> CCOP(=O)(c1ccc(N(C)C)cc1)C(O)c1ccccc1OC (stereo not drawn)
    3.0%	0.0014	0.9	1.07	-6.7	-2.5	-1.4	-23.2	-0.157
> CC(C)(C)OC(=O)N1CC(O)CC1C(=O)OCC(=O)c1ccc(Cl)cc1 (stereo not drawn)
    9.0%	0.198	0.8	1.05	-2.5	11.2	-8.0	-8.4	-0.856
> CC(=O)C1C(c2cccc(F)c2)NC(=O)NC1(O)C(F)(F)F (stereo not drawn)
    3.0%	-0.145	1	1.05	-8.4	12.9	-24.5	37.2	-0.0423
> CC(=O)Nc1nonc1NC(=O)CSc1ccccn1
    5.0%	0.647	1.1	1.11	-16.8	6.1	-35.9	-18.3	0.958
> Cc1ccc(C(C(=O)NC2CCCC2)N2CCCCC2)cc1 (stereo not drawn)
    2.0%	0.853	1	1.12	-16.1	-1.5	2.5	40.3	-3.45*
> COc1ccc(CCNC(=O)CN2C(=O)C3(OCCCO3)c3ccccc32)cc1OC
    4.0%	0.538	0.9	1.07	-7.7	5.5	4.5	1.9	0.491
> CC1(C)CC(=O)C(C=NCC2CCN(C(=O)Nc3ccccc3)CC2)=C(O)C1
    1.0%	0.161	0.9	1.11	-18.8	2.8	-5.3	1.5	0.145
> Cc1c(NC(=O)C(CC(=O)O)NCc2ccco2)c(=O)n(-c2ccccc2)n1C (stereo not drawn)
    2.0%	-0.663	0.9	1.04	0.8	11.2	1.7	0.9	1.34
> CS(=O)(=O)N(CCc1ccccc1)CC(=O)N1CCN(c2ccccc2F)CC1
    4.0%	-0.198	0.9	1.13	-3.3	4.4	-3.3	-9.8	0.179
> COc1cc(OC)cc(-c2nnc(SCC(=O)N(Cc3ccccc3)C(C)(C)C)o2)c1
    3.0%	.	0.9	1.1	8.1	7.0	32.2	-13.2	.

High-throughput results (PubChem)
